# MazF activator – activators of E. coli MazEF toxin-antitoxin RNase, primary screen, biochemical, fluorescence, uHTS; activation, % at 20 µM; Endoribonuclease toxin MazF (Escherichia coli (strain K12)), P0AE70; FAM/BHQ RNA-DNA oligo cleavage fluorescence, 5 h; hit rate 0.32% among 350,000; in the data active = activation above about 50%
# Target sequence (P0AE70 whole entry, looked up): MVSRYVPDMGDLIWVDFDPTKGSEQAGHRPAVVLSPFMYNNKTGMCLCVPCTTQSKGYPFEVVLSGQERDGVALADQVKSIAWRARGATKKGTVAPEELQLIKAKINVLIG
# UGM FP inh – M. tuberculosis UGM enzyme inhibitors, primary screen, biochemical, fluorescence polarization, single point. UDP-galactopyranose mutase (Mycobacterium tuberculosis (strain ATCC 25618 / H37Rv)), …. purified UGM, fluorescence polarization probe displacement. inhibition, % at 10 µM. hit rate 0.06% among 320,000. AID 504406, 2011; in the data active = inhibition above about 10%, passing the limit was not always enough; inconclusive = no clear call, values can overlap the other calls
# FadD28 binding – inhibitors of FadD28 bisubstrate probe binding, primary screen, biochemical, fluorescence polarization, single point; Mycobacterium tuberculosis FadD28 fatty-acid-AMP ligase; inhibition, % at 12.5 µM; hit rate 0.22% among 360,000; AID 588549, 2011; in the data active = inhibition above about 8.5%, passing the limit was not always enough; inconclusive = no clear call, values can overlap the other calls
# GDH-TPI counter – GDH-TPI coupling enzyme inhibitors, primary screen, artefact control for M. tuberculosis FBA inhibitor project, biochemical, absorbance, full deck | AID 588335, 2011 | GDH-TPI coupled enzyme counterscreen, NADH absorbance | hit rate 1.2% among 360,000 | inhibition, % at 4.8 µM;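 note: 0% = DMSO wells and 100% = wells lacking the enzyme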
# BioA inh – M. tuberculosis BioA enzyme inhibitors, primary screen, biochemical, plate reader, single point, HTS. 7,8-diaminopelargonic acid synthase BioA (Mycobacterium tuberculosis). inhibition, % at 9.99 µM. hit rate 0.096% among 360,000. purified M. tuberculosis BioA enzyme; in the data active = inhibition above about 40%; inconclusive = no clear call, values can overlap the other calls
# CCHFV vOTU inh – CCHFV vOTU protease inhibitors, primary screen, biochemical, Pep-AMC substrate, fluorescence. Crimean-Congo hemorrhagic fever virus L polyprotein viral ovarian tumor (vOTU) protease …. inhibition, % at 11.5 µM. hit rate 0.55% among 370,000. AID 651958, 2012; note: 0% = vehicle wells with enzyme and 100% = no enzyme wells
# BoNT F protease – BoNT/F light chain protease inhibitors, primary screen, biochemical, flow cytometry, MLPCN library. AID 588497, 2011. hit rate 0.22% among 360,000. Multiplex microsphere protease cleavage assay. inhibition, % at 10 µM. Botulinum neurotoxin type F light chain protease (Clostridium botulinum); in the data active = inhibition above about 35%, passing the limit was not always enough; inconclusive = no clear call, values can overlap the other calls; note: plate controls were buffer without enzyme for full effect and enzyme alone for no effect
# Rv3671c protease – Rv3671c serine protease inhibitors, primary screen, biochemical, fluorescence polarization, M. tuberculosis H37Rv; P9WHR9; inhibition, % at 5.96 µM; hit rate 0.048% among 320,000; in the data active = inhibition above about 38%;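 note: extracellular domain of Rv3671c used as enzyme; 0% = enzyme with DMSO and 100% = no enzyme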
# Target sequence (P9WHR9 whole entry, looked up, the tested form may be a part): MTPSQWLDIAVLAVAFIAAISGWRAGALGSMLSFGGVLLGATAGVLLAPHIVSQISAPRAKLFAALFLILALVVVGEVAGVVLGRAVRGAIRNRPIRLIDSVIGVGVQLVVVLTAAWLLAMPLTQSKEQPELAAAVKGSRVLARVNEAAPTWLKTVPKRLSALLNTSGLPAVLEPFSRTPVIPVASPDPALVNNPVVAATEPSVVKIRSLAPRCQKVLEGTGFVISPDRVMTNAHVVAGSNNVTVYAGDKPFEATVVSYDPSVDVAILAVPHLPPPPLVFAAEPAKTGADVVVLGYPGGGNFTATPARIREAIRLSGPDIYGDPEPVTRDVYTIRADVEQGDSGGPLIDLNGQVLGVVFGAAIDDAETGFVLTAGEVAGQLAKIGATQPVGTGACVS
# Mtb FBA inh – Mtb FBA enzyme inhibitors, primary screen, biochemical, fluorescence, strain H37Rv | purified M. tuberculosis FBA, fluorescence read-out | inhibition, % at 1 µM | hit rate 2.3% among 360,000 | AID 588726, 2011; in the data active = inhibition above about 27%;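 note: 0% = vehicle and 100% = reference inhibitor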
# Target sequence (P9WQA3 whole entry, looked up): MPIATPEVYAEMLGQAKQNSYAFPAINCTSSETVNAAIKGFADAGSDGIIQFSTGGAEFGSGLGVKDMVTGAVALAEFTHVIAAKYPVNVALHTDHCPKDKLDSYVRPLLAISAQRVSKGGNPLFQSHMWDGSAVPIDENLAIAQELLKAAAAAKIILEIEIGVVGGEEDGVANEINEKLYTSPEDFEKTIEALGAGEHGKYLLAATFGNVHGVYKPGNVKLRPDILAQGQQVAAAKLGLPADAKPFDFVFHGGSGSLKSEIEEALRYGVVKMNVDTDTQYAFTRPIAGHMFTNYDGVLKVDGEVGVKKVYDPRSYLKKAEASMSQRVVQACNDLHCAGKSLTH
# VHR inh abs – VHR1 phosphatase inhibitors, primary screen, biochemical, absorbance, uHTS; Dual specificity protein phosphatase 3 (Homo sapiens), P51452; recombinant VHR phosphatase, pNPP absorbance; inhibition, % at 13.3 µM; hit rate 0.52% among 290,000; AID 1654, 2009; in the data active = inhibition above about 50%; note: some compounds called inactive have numbers as strong as hits
# Target sequence (P51452 whole entry, looked up): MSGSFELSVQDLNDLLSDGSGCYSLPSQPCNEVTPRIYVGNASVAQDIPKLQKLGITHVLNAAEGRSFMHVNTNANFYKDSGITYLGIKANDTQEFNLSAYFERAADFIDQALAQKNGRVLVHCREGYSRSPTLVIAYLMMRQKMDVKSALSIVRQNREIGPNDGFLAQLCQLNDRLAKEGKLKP
# The depositor's hits bear a star; ? = inconclusive; nt = no result given. Cut-off read from the data, not from the text of the source, unless noted: active = inhibition above about 30%; inactive = the rest.
No.	mol	MazF activator	UGM FP inh	FadD28 binding	GDH-TPI counter	BioA inh	CCHFV vOTU inh	BoNT F protease	Rv3671c protease	Mtb FBA inh	VHR inh abs
1	CCCCC1(CCCC)NC(=S)N(Nc2ccc(C)cc2)C1=O	-1	0.3	-0.7	2	-2.5	0	1	-5	-3	22
2	COc1ccc2sc(-c3ccc(S(C)(=O)=O)cc3)c(C(=O)NCCc3c[nH]c4ccccc34)c2c1	-6	-0.7	-2.7	9	2.4	9	5	-6	9	nt
3	O=C(NC1CCCCC1)N1CCc2ccccc2C1	-3	3.5	-3.5	1	1.8	-14	-4	1	0	10
4	COc1ccc(CNC(=O)C/C(C)=N/NC(=O)Cc2ccc(OC)c(OC)c2)cc1	1	0.8	-1.6	0	nt	9	-2	4	-6	-4
5	Cc1ccc(Cc2c(-c3ccc(C#N)cc3)nc3c(C)cc(Br)cn23)cc1	nt	nt	-5.4	nt	-1.3	13	3	nt	5	nt
6	COCCNC(=O)/C(C#N)=C/c1cc(C)n(C2CCCCC2)c1C	0	0.4	-1.5	30	nt	18	-2	4	0	2
7	Cc1cc(C(=O)NC(=S)Nc2ccccc2N2CCOCC2)ccc1[N+](=O)[O-]	6	0.0	-1.4	9	0.7	17	-3	-2	-3	-2
8	CC(C)(C)c1ccc(C(=O)Nc2ccc(C(=O)NCc3cccnc3)cc2)cc1	-2	-1.2	0.7	-1	0.6	3	1	-26	5	23
9	C=CCOc1ccc(/C(CC)=N/O)c(OC)c1	1	2.5	-2.0	-2	-0.7	-2	1	1	0	-8
10	CC(=O)N1CCc2cc([N+](=O)[O-])ccc21	10	nt	-1.0	27	-0.7	8	1	nt	-1	nt
11	CCCc1cc(CNC(=O)C2CCC(=O)N(Cc3ccccc3F)C2)on1 (centres undefined)	-4	-0.4	-2.3	-2	-0.1	-3	-3	-9	-2	12
12	O=C(NCc1cccnc1)c1cccn2c(=O)c3sccc3nc12	10	-1.4	0.1	20	10	-2	15	0	18	34
13	CC(=O)O[C@H]1CC[C@@]2(C)C(CCC3C2CC[C@]2(C)OC(=O)CCC32)C1 (some centres undefined)	4	1.0	-2.8	4	nt	5	-11	-6	0	22
14	CN(C)c1ccc(CN2CCC(C(=O)NC(c3ccc(Cl)cc3)c3cnccn3)CC2)cc1 (centres undefined)	nt	nt	-2.8	0	-0.3	-1	-2	nt	2	nt
15	CC[C@@H]1C(c2ccccc2)=NN(c2ccc(Br)cc2)[C@H]1C(=O)N1CCOC1=O	6	nt	0.1	13	-0.4	-7	-10	nt	18	nt
16	Cc1nn(CC(=O)NC2CCS(=O)(=O)C2)c(C)c1S(=O)(=O)N(C)C (centres undefined)	6	3.4	-3.9	-4	-0.8	-9	-8	-2	-2	nt
17	Cc1[nH]c(=O)n(C(C)C)c(=O)c1Br	2	nt	-0.8	6	-1.7	3	-4	nt	3	nt
18	c1ccc(CSc2ncccn2)cc1	3	1.5	-3.6	-8	-2.2	1	-3	-7	0	-9
19	COc1ccc(Cl)cc1NC(=O)Cn1cccc1	1	-1.6	-0.2	0	-0.7	7	-13	10	2	8
20	Cc1sc2ncnc(N3CCCC(C)C3)c2c1C (centres undefined)	4	0.2	-2.6	-6	1.1	-4	-1	2	1	6
21	CC(C(=O)O)n1nc(-c2ccccc2)c2ccccc21 (centres undefined)	8	-1.1	-1.2	1	1.4	-13	3	-2	7	-7
22	Cc1onc(-c2ccccc2Cl)c1C(=O)O/N=C(\N)c1ccc([N+](=O)[O-])o1	6	0.5	-2.5	8	nt	-7	-7	2	-6	22
23	COc1cccc(-c2noc(Cn3nc(C(=O)O)c4ccccc4c3=O)n2)c1	6	3.5	nt	-6	-1.1	-16	-4	7	2	1
24	COc1ccc(Br)cc1CN1CCN(C(=O)c2ccc(OC)c(OC)c2)CC1	1	0.7	-3.0	7	nt	-7	-1	9	0	7
25	Nc1cc(Cl)ccc1Oc1ccccc1	3	-1.9	0.9	20	nt	-3	-2	5	0	24
26	CCN(Cc1ccccc1)C(=O)COC(=O)Cc1c[nH]c2ccccc12	4	nt	-3.4	-1	-1.6	-17	5	nt	-2	nt
27	CCc1nc2c(c(=O)c3ccccc3n2C)c(=O)n1-c1ccc(F)cc1	7	2.3	-5.0	10	nt	3	7	-7	-3	18
28	COc1ccc(C(CNC(=O)c2cccc(S(=O)(=O)Nc3ccccc3Cl)c2)N2CCOCC2)cc1 (centres undefined)	-11	-0.7	0.1	11	nt	-4	-1	-124	6	nt
29	Cc1cccc(-c2ccc3ncnc(NCc4cccs4)c3c2)c1	1	1.1	-9.5	-15	1.0	-6	-2	-17	-2	nt
30	Cc1ccccc1-c1n[nH]c(=S)n1Cc1ccccc1	-10	2.1	-1.1	3	nt	-5	-2	-6	4	-11

# Full records as entered above. Screens in order: MazF activator, UGM FP inh, FadD28 binding, GDH-TPI counter, BioA inh, CCHFV vOTU inh, BoNT F protease, Rv3671c protease, Mtb FBA inh, VHR inh abs
# Listed for Cc1ccc(Cc2c(-c3ccc(C#N)cc3)nc3c(C)cc(Br)cn23)cc1 : nt, nt, -5.4, nt, -1.3, 13, 3, nt, 5, nt
# Listed for COc1ccc(C(CNC(=O)c2cccc(S(=O)(=O)Nc3ccccc3Cl)c2)N2CCOCC2)cc1 (centres undefined) : -11, -0.7, 0.1, 11, nt, -4, -1, -124, 6, nt

# (further entries)
No.	mol	MazF activator	UGM FP inh	FadD28 binding	GDH-TPI counter	BioA inh	CCHFV vOTU inh	BoNT F protease	Rv3671c protease	Mtb FBA inh	VHR inh abs
31	COc1cccc(OC)c1C(=O)N1CCN(Cc2cccnc2)CC1	-3	-0.1	-0.1	-7	-0.7	3	?	1	0	-2
32	O=C(Cn1cnc2sc3c(c2c1=O)CCCC3)NCC(=O)Nc1ccccc1F	-2	-1.1	0.7	6	-2.5	0	2	-3	5	15
33	OC1CN=C2Sc3ccccc3N2C1 (centres undefined)	7	2.3	-1.9	7	2.0	-4	-40	2	-5	-1
34	CCc1ccc(NC(=O)c2cccnc2)cc1	4	-1.6	-2.9	-1	12	-2	-5	-9	1	16
35	COC(=O)c1cccc(NC(=O)c2nn(C)c(=O)c3ccccc23)c1	1	2.1	-4.9	-2	0.6	-26	-3	3	-2	-21
36	Cc1cccc(OCC(=O)Nc2ccc3c(c2)nc(CCN2CCCCC2)n3C)c1	-10	0.1	-1.3	4	-0.7	12	-4	-8	10	21
37	O=C(O)c1cccc(CSc2nc(-c3ccccc3)cc(C(F)(F)F)n2)c1	-6	nt	-32	13	nt	22	24	-13	3	-7
38	CC(=O)Nc1ccc(S(=O)(=O)NCc2ccc(C(=O)N3CCOCC3)cc2)cc1	8	1.0	0.8	-7	-0.1	9	2	-5	-1	-20
39	O=S(=O)(/N=C/N1CCOCC1)c1ccc(Cl)cc1	2	-1.9	-1.2	1	3.1	-5	-10	-8	1	26
40	CC(=O)Nc1ccc(S(=O)(=O)N(C)CC(=O)OCC(=O)N(CC(C)C)C2CCS(=O)(=O)C2)cc1 (centres undefined)	4	2.5	-0.1	4	-0.1	-11	3	1	0	nt
41	COc1ccc(C(=O)N/C(=C\c2cccc3ccccc23)C(=O)N2CCN(C)CC2)cc1OC	8	-0.3	-2.2	1	-1.7	-9	-5	-9	-1	6
42	Cc1ccc(-c2cnc3c(Nc4cccc(OC(F)(F)C(F)F)c4)nccn23)cc1	nt	nt	-2.3	19	-3.0	15	1	nt	4	nt
43	CCCCCCNC(=O)N[C@@H](C(=O)NCCC[C@H]1CN2C(=NC[C@@H]2Cc2ccccc2)N1CCc1cccc(OC)c1)C(C)C	7	-0.4	nt	nt	nt	nt	nt	-6	nt	7
44	CCOc1ccccc1NC(=O)Nn1cnnc1	10	1.9	0.0	-15	0.4	4	-4	5	0	14
45	CCN1CCN(CC(=O)Nc2cc(C(F)(F)F)ccc2OCCOC)CC1	2	-1.6	-1.6	-17	nt	4	-6	-12	-3	26
46	Cc1ccc(S(=O)(=O)N(C)C)cc1NC(=O)c1ccncc1	6	1.2	0.0	3	nt	-2	-7	1	1	26
47	O=C(CN1CCC(NC(=O)c2ccco2)CC1)Nc1ccccc1C(F)(F)F	-5	5.2	1.0	6	-3.3	6	8	4	4	-3
48	O=C(Nc1ccc(S(=O)(=O)N2CCOCC2)cc1)C1CCN(S(=O)(=O)c2ccc(F)cc2)CC1	6	3.2	-1.5	-4	0.0	-2	3	-7	-2	nt
49	CC(/C=C/c1ccccc1)=N\NC(=O)CCc1ccccc1	-1	-0.1	-2.6	3	nt	-5	-7	0	-2	-13
50	S=c1[nH]nc(-c2ccco2)n1C1CCCCC1	5	-3.4	-2.2	9	nt	-3	-5	-1	4	8
51	COC1=C/C(=C/c2c(O)c(C#N)c3ccccn23)C=CC1=O	-23	-3.8	-1.4	44*	nt	11	-8	12	8	-7
52	COc1ccc(CNC(=O)C/C(C)=N/NC(=O)c2ccc([N+](=O)[O-])cc2Cl)cc1	-2	-1.5	0.3	4	-0.2	-6	5	-3	6	-5
53	O=C(COc1ccc(F)cc1)c1c(O)cc(O)cc1O	-2	0.5	0.2	26	-1.1	10	2	-3	7	0
54	CCN(CC(=O)Nc1ccc(NC(C)=O)cc1)C(=O)COc1ccccc1-c1ccccc1	2	-1.1	-2.6	10	-3.8	17	3	-3	3	nt
55	O=S(=O)(Cc1ccccc1)Nn1cnnc1	6	3.8	-0.4	-9	-0.2	-10	-1	-1	1	17
56	CCCOc1ccc(CSC2=NCCN2)cc1[N+](=O)[O-]	10	0.1	-0.6	-8	0.5	8	3	3	-2	31
57	Cc1ccc(C(=O)COC(=O)c2ccc3c(c2)C(=O)N(c2cccc4ncccc24)C3=O)cc1C	-18	3.9	-1.9	6	-3.2	3	-18	0	0	25
58	O=C(Nc1ccccc1F)c1oc2ccccc2c1NC(=O)C1CC1	-11	-0.8	-0.2	6	-1.1	7	-2	-7	0	2
59	CCOC(=O)CNc1ncc(C(F)(F)F)cc1Cl	8	-1.2	0.1	1	nt	6	-2	-12	6	20
60	O=C(O)Cn1c(P(=O)(O)c2ccccc2)nc2ccccc21	7	-2.5	-2.3	-2	-1.0	5	18	-2	0	-12
61	Clc1ccc2[nH]c3c(NCCCN4CCOCC4)ncnc3c2c1	5	3.8	0.2	23	-1.2	1	-17	-4	22	19
62	N#CCC(=O)N/N=C/c1cc([N+](=O)[O-])ccc1N1CCCC1	4	0.7	-4.4	8	0.0	15	-6	-2	-11	16
63	COc1ccc(/C=C2\Cc3ccccc3C2=O)cc1OC	5	6.7	-4.1	17	-2.4	11	?	nt	0	19
64	CCOC(=O)C1CCN(C(=O)Cn2cnc3sc(C)c(S(=O)(=O)N4CCC(C)CC4)c3c2=O)CC1	13	-0.4	0.6	-2	-1.0	0	1	3	78*	26
65	CC(=O)c1cccc(NC(=O)CN2CCN(Cc3ccccc3)CC2)c1	7	-0.2	-3.9	11	0.2	-6	-37	nt	1	4
66	COc1ccc(CN2C[C@H]3CON(C)[C@H]3C[C@H]2c2ccc(-c3ccccc3)cc2)cc1	nt	nt	-4.1	nt	0.3	13	-3	nt	2	nt
67	Cc1cc(Cl)cc(C)c1OCCCCCn1ccnc1	-7	-0.1	-2.5	8	0.1	5	-11	0	0	8
68	COC(=O)C1=C(N)Oc2cc(C)n(Cc3ccncc3)c(=O)c2C1c1cccnc1 (centres undefined)	2	0.7	-0.8	-4	2.0	-6	1	-2	-3	nt
